# NCI-60 one-dose screen, 48 h, at 10 µM unless noted. Numbers give growth in % (100 = growth as untreated, 0 = no growth, -100 = all killed).
# HL-60(TB): HL-60(TB) leukemia cells; hit rate 9% among 78,000; AID 1794776; active = growth percent below 10
# Numbers without * were called inactive; & = joins results of further samples.
SMILES,HL-60(TB)
O/N=C1\c2ccccc2-c2ccc(Br)cc21,109
O=NN1CCNC1=O,113
Brc1ccc(-c2cc(-c3ccc4c(c3)OC=CO4)n[nH]2)s1,79
C=CC[C@]1(C#N)CC2C=CC1C2 (stereo partly specified),105
CCOc1ccc2nc(NC(=O)c3cccnc3Nc3ccc(OC)cc3)sc2c1,79
CCc1c(C(=O)Nc2nc3ccccc3s2)nnn1-c1ccccc1F,75
CC(C)C(=O)NCCCCCCN1CCCCC1,97
O=C(/C=C/c1cn(-c2ccccc2)nc1-c1ccc(Cl)cc1)NNC(=O)Nc1ccc(F)cc1,87
COc1ccc(-c2nc(C#N)c(N3CCC(S(=O)(=O)N4CCCCC4)CC3)o2)cc1,113
CNC(=O)c1cccc(Cn2nc(C)c(NC(=O)c3ccc(COc4ccc(C(F)(F)F)cc4C)cc3)c2C)c1,47
O=C(Cc1ccc(/C=C/C(=O)c2ncc[nH]2)cc1)Nc1cc(C(F)(F)F)cc(C(F)(F)F)c1,52
O=C(Nc1nc2ccc(NS(=O)(=O)c3cccs3)cc2s1)c1ccco1,99
CCN(CC)CCCC(C)Nc1cc(OC)cc2cccnc12 (stereo unspecified),99
COc1ccc(N)c([N+](=O)[O-])c1,86
CC(=O)Nc1cccc(Cl)c1,99&57
O=C(CSc1nnc2n3c(nn12)SCC(c1ccccc1)=N3)c1ccc(Br)cc1,109
CCN(CC)CCCC(C)N(Cc1ccccc1)CC(O)c1ccc(Br)cc1 (stereo unspecified),105
CCOC(=O)/C=C(/OP(=O)(OCC)OCC)c1ccccc1,99
Nc1cccc(-c2nc3sccn3c2-c2ccnc(NCCNS(=O)(=O)c3cccc(F)c3)n2)c1,112
C#CCOC(=O)CCN1CC1,93
COc1ccccc1NC(=S)Nc1ccccc1OC,130
CCOC(=O)C1(NC(=O)CN2C(=O)c3ccccc3C2=O)CCCC1,90
CC(=O)n1ncc2ccc([N+](=O)[O-])cc21,103
C=C1CC[C@@H]2[C@]3(C)COC(c4cn[nH]c4-c4ccc(Br)cc4)O[C@@H]3CC[C@@]2(C)[C@@H]1C/C=C1/C(=O)OCC1O (stereo partly specified),-8.1*
c1ccc(-c2nnc(-c3ccccc3)nn2)cc1,112
CN=c1ccc2nc3ccc(N)cc3sc-2c1,-27*
C/C=C(\C)CO[C@H]1Cc2cc3ccc(=O)oc3cc2OC1(C)C,96
N#C/C(C(=O)c1ccccc1)=C1/C(=O)Nc2ccc([N+](=O)[O-])cc21,109
CCOC(=O)N1CCCC1,69
COc1ccc2[nH]c(=O)c(CSc3cccc(Nc4nccc(-c5ccc6ccccc6c5)n4)c3)cc2c1,93

# 7 entries from above, with tabs.
mol	HL-60(TB)
CCOC(=O)C1(NC(=O)CN2C(=O)c3ccccc3C2=O)CCCC1	90
COc1ccccc1NC(=S)Nc1ccccc1OC	130
CCOC(=O)N1CCCC1	69
CN=c1ccc2nc3ccc(N)cc3sc-2c1	-27*
CC(=O)n1ncc2ccc([N+](=O)[O-])cc21	103
Nc1cccc(-c2nc3sccn3c2-c2ccnc(NCCNS(=O)(=O)c3cccc(F)c3)n2)c1	112
C=C1CC[C@@H]2[C@]3(C)COC(c4cn[nH]c4-c4ccc(Br)cc4)O[C@@H]3CC[C@@]2(C)[C@@H]1C/C=C1/C(=O)OCC1O (stereo partly specified)	-8.1*

# More results follow.
SMILES,HL-60(TB)
O=C(O)CCC(=O)Nc1nnc(-c2ccccc2)s1,92
CCCCN(CCCC)N=O,95
CCN1C(=O)c2ccc3c4c(ccc(c24)C1=O)C(=O)N(CCCNCc1ccccc1OC)C3=O,-53*
CCCCN(CCCC)C(=N)c1ccc(OCc2ccccc2)cc1,53
O=C(O)c1cc(-c2ccccc2)nc2ccccc12,102
O=C(COc1cccc(/C=C2\Cc3ccc(Cl)cc3C2=O)c1)Nc1nccs1,62
O=C1C(Cl)=C(NC(=O)C2CCCCC2)C(=O)C(Cl)=C1NC(=O)C1CCCCC1,50
COC1CC(OC(=O)c2ccc([N+](=O)[O-])cc2)C(COC(=O)c2ccc([N+](=O)[O-])cc2)O1 (stereo unspecified),97
COC(=O)c1cc2oc(/C=N/NC(=O)c3cc4oc(-c5cccc(C(F)(F)F)c5)cc4[nH]3)cc2n1Cc1ccccc1,70
Nc1ccc(-c2csc(-c3ccc(Br)cc3)n2)cc1,85
CCC(CC)COC(=O)c1ccc(Cl)cc1,95
COc1ccc(-c2nn(-c3cccc(Cl)c3)cc2-c2cc(-c3ccccc3)no2)cc1,92
CCOc1cc(C=C2C(=O)NC(=S)NC2=O)ccc1O,106
CCCCCCCC/C=C/CCCCCCCCC1=NCCN1CCO,8.6*
NS(=O)(=O)c1ccc(NC(=O)CNNc2nc3ccccc3c(=O)n2-c2ccccc2)cc1,104

# Copied from the list.
# Value of O=C(COc1cccc(/C=C2\Cc3ccc(Cl)cc3C2=O)c1)Nc1nccs1 in HL-60(TB): 62
# Value of Nc1ccc(-c2csc(-c3ccc(Br)cc3)n2)cc1 in HL-60(TB): 85
# Value of CCOc1cc(C=C2C(=O)NC(=S)NC2=O)ccc1O in HL-60(TB): 106
# Value of COC1CC(OC(=O)c2ccc([N+](=O)[O-])cc2)C(COC(=O)c2ccc([N+](=O)[O-])cc2)O1 (stereo unspecified) in HL-60(TB): 97
# Value of CCCCN(CCCC)C(=N)c1ccc(OCc2ccccc2)cc1 in HL-60(TB): 53

# Back to the main list with the two entries that preceded the break.
SMILES,HL-60(TB)
CCCCCCCC/C=C/CCCCCCCCC1=NCCN1CCO,8.6*
NS(=O)(=O)c1ccc(NC(=O)CNNc2nc3ccccc3c(=O)n2-c2ccccc2)cc1,104
O=[N+]([O-])c1cnc(-c2ccc(F)cc2)n1CCO,90
Cc1nn(-c2ccc(Cl)cc2)c(=O)n1CCn1ccnc1,112
O=C(CCC(=O)N/N=C/c1ccccc1O)N/N=C/c1ccccc1O,7.2*
CN(CCCCl)Cc1ccccc1,96
CCN(CC)CCCC(C)Br (stereo unspecified),116
CCOC(=O)C1C(=O)N(c2ccccc2CC)C(=O)C(C#N)=C1c1ccc(OC)c(OC)c1 (stereo unspecified),71
COc1ccc(-c2noc(CCc3nnc(-c4ccccc4)o3)n2)cc1,79
CCCCn1c(C(=O)c2c[nH]c3ccccc23)n[nH]c1=S,91
COCCN1CCN(c2nc(NCCN3CCOCC3)ncc2Br)CC1,100
O=C(CCCCn1cnc2c(=S)nc[nH]c21)Nc1ccc(C(=O)O)c(O)c1,95
COCCCNc1ncnc2[nH]ncc12,92
O=C(O)c1cn(C2CC2)c2cc(N3CCN(Cc4nc5c(cnn5-c5ccc(Cl)cc5)c(=O)[nH]4)CC3)c(F)cc2c1=O,100
Clc1ccc(-c2ccc(-c3ccc(/C=N/NC4=NCCN4)cc3)s2)nc1,44
Clc1ccc2c(c1)C(Br)c1cc(Cl)cc(Cl)c1-2 (stereo unspecified),81
CCc1nn2c(-c3ccc(F)cc3)c(-c3cc(OC)c(OC)c(OC)c3)nc2s1,67
Cc1nc2sc(C(=O)Nc3ccncc3)c(N)c2cc1C(C)O (stereo unspecified),85
CC(=O)OC[C@H]1OC(Sc2sc(C(=O)c3ccc(Cl)cc3)c(N)c2-c2nc3ccccc3s2)[C@H](OC(C)=O)[C@@H](OC(C)=O)[C@@H]1OC(C)=O (stereo partly specified),108
O=C1[C@H]2Cc3c([nH]c4ccccc34)[C@@H](c3c(Cl)cccc3Cl)N2C(=O)CN1C1CCN(Cc2c(Cl)cccc2Cl)CC1,91
CCOC(=O)C(=O)O,82
Cc1nc(N)nc(N(C)c2ccccc2)c1Br,92
COc1ccc2c(ccc[n+]2CC(=O)c2ccccc2)c1,95
COC(OC)c1ccccc1,78
COc1ccc(CC(C)=C(c2ccc(OCCN3CCCCC3)cc2)c2ccc(OCCN3CCCCC3)cc2)cc1,82
O=CNC(C=O)C(O)C(O)C(O)CO (stereo unspecified),105
O=C(O)/C=C/c1ccccc1[N+](=O)[O-],104
COc1cccc(C(=O)Nc2ccc(CN3CCc4nc5cc(OC)c(OC)cc5cc43)cc2)c1,60
COc1ccc(C2=NN(c3ccccc3)C(c3sc(N(CCCl)CCCl)nc3Cl)C2)cc1 (stereo unspecified),100
Nc1nc2c(c3ncncc13)C(c1cccc(C(F)(F)F)c1)Cc1ncncc1-2 (stereo unspecified),11
O=C(/C=C/C12c3ccccc3C(c3ccccc31)C1C(=O)NC(=O)C12)c1ccco1 (stereo unspecified),8.3*
COc1ccc(/C=C/C(=O)c2cc3c(N)c(C(=O)Nc4ccccc4C)sc3nc2C)cc1,11
CC1(C)NC(=O)NC1=O,93
COC(=O)CC1(CC(=O)OC)OCCO1,95
O=S(=O)(Nc1ccccc1)N1CCCCC1,107
O=c1[nH][nH]c(=O)c2c1[nH]c(=S)n2Cc1ccccc1,102
Cc1ccc(NC(=O)COC(=O)c2ccc(S(=O)(=O)N3CCCCCC3)cc2)cc1,86
O=C(N/N=C/c1ccc(F)cc1)c1ccc2cccc(O)c2n1,95
CC1(C)CC[C@]2(C(=O)NCCCCCCN(CCCN)CCCN)CC[C@]3(C)C(=CC[C@@H]4[C@@]5(C)CC[C@H](O)C(C)(C)[C@@H]5CC[C@]43C)[C@@H]2C1,99
C1CC(=NN=C2CCSCC2)CCS1,97
CCCCC(C)(C)O,119
O=C(/C=C/c1ccc(Br)cc1)c1ccc(-n2cc(CN3CCN(c4cc5c(cc4F)c(=O)c(C(=O)O)cn5C4CC4)CC3)nn2)cc1,94
CCOP(=O)(OCC)/C(C#N)=C/c1cccn1N(C)C,85
CC(C)(Cl)C(N)=O,100
COc1cc(-c2nnc(SCC(=O)Nc3ccc(/C(C)=N\O)cc3)o2)cc(OC)c1OC,102
C=C(C)[C@@H]1CC[C@]2(COS(=O)(=O)c3ccc(C)cc3)CC[C@]3(C)[C@H](CC[C@@H]4[C@@](C)(CCCN)[C@H](C(=C)C)CC[C@]43C)[C@@H]12,115
CC(C)(C)OC(=O)N[C@@H](Cc1ccccc1)C(=O)N(Cc1ccccc1)C1(C(=O)NCc2ccccc2)CCN(Cc2ccccc2)CC1,7.2*
CCCCOC(=O)N1CCCCC1CCCC (stereo unspecified),110
COc1cc(NC(C)CN(CC(C)C)C(C)C)c2ncccc2c1 (stereo unspecified),101
COc1cc(C2=NN(c3ccccc3)C(c3sc(N(CCCl)CCCl)nc3Cl)C2)cc(OC)c1OC (stereo unspecified),96
C=CCSc1nnc(-c2c(C)nc3sccn23)o1,119
COc1cc2oc(-c3cccc(C(=O)N[C@@H](C)C(=O)OC(C)(C)C)c3)cc(=O)c2c(OC)c1OC,79
Oc1cc(OCc2ccc(Cl)cc2)ccc1-c1[nH]ncc1Oc1ccccc1,111
COc1ccc(/C=c2\c(=O)n(-c3ccccc3)c3nn4c(n23)=NNC(N=Nc2ccc(Cl)cc2)=C4C)cc1,105
CCn1cc(C(=O)NNC(=O)Nc2c(Cl)cccc2Cl)c(=O)c2ccc(C)nc21,83
CC(=O)N(C)N=Nc1ccc(C)cc1,117
Cc1ccc(C2=NN(C=O)C(c3sc(N4CCOCC4)nc3Cl)C2)cc1 (stereo unspecified),98
Cc1nn(-c2ccccc2)c(N2CCOCC2)c1-c1nc2ccc(C(=O)NN)cc2[nH]1,106
COc1ccc(/C=C/c2nc(NCCCN(C)C)c3ccccc3n2)cc1,88
COc1ccc(C)cc1OC,94
CCOC(=O)c1c(C)oc2ncnc(Nc3ccc(NC(=O)Nc4cccc(Cl)c4)cc3)c12,88
CCn1c(SCC(=O)Nc2cccc(C(=O)/C=C/c3cc(OC)c(OC)c(OC)c3)c2)nc2ccccc2c1=O,48
# Going on with the list.
SMILES,HL-60(TB)
S=C1CC2CCCC(C2)N1 (stereo unspecified),127
N#CC1(N)c2ccccc2-c2ccccc21,104
C/C=C\c1ccc(OCc2ccccc2)c(OC)c1,93
COc1cccc(-c2nc3sccn3c2-c2ccnc(NCCN3CCCN(C)S3(=O)=O)n2)c1,105
CC[C@H](c1cccc(O)c1)[C@@H](C)CN(C)C,94
O=C(NCn1c(=O)[nH]c2ccccc2c1=O)N1CCN(C(=O)NCn2c(=O)[nH]c3ccccc3c2=O)CC1,105
Fc1ccc(CSc2nnc(-c3ccc(Cl)cc3)n2-c2ccccc2)cc1,65
CCOC(=O)C(CC(=O)c1ccc2c(c1)OCO2)Cc1cc(OC)c(OC)c(OC)c1 (stereo unspecified),104
Oc1cc[c]([Hg][Cl])cc1,102
CC1=C([Se]CC(OC(=O)[C@@H](CSSC(C)(C)C)NC(=O)OC(C)(C)C)C(=O)NC(C)(C)C)C(=O)c2ccccc2C1=O (stereo partly specified),-2.7*
CC(C)(Cl)C1CC=C(CC(Cl)(Cl)Cl)CC1 (stereo unspecified),104
O=S(=O)(Cc1ccc(CS(=O)(=O)c2ccc(Cl)cc2)cc1)c1ccc(Cl)cc1,95
Cc1ccc(S(=O)(=O)Oc2ccc(Cl)c(C)c2)cc1,77
CCCCCCCNc1nc(C#N)ncc1-c1ccc(C(F)(F)F)cc1,98
C=CCN=C1NC(CC(=O)OCC)CS1 (stereo unspecified),96
CSc1nc(Nc2ccc(C(C)=O)cc2)c(C#N)c(-c2cccc([N+](=O)[O-])c2)n1,106
Cn1cc(C2=N[C@](C)(C(=O)N[C@H](C(=O)NC(C)(CO)C(=O)O)[C@H]3CCCN3)CO2)c2c(O)cc(Cl)cc21 (stereo partly specified),95
O=C1C(=O)c2ccc(Br)cc2-c2cc(Br)ccc21,-15*
CC(C)Cc1cc(CNC(=O)CN2CCN(c3ccccc3)CC2)nn1-c1ccccc1,75
COc1cc2ccc(CC#N)cc2cc1OC,102

# Source: PubChem

# These rows are one share of the data. The share of hits here may be higher or lower than overall.
